# E coli Lon inh: inhibitors of E. coli Lon protease | purified E. coli Lon protease, fluorescence polarization | inhibition, % at 7.94 µM | hit rate 0.42% among 360,000 | AID 602123; in the data active = inhibition above about 13%, passing the limit was not always enough;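 also: 0% = enzyme with probe and DMSO and 100% = no enzyme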
# Target sequence (P0A9M0 whole entry, looked up): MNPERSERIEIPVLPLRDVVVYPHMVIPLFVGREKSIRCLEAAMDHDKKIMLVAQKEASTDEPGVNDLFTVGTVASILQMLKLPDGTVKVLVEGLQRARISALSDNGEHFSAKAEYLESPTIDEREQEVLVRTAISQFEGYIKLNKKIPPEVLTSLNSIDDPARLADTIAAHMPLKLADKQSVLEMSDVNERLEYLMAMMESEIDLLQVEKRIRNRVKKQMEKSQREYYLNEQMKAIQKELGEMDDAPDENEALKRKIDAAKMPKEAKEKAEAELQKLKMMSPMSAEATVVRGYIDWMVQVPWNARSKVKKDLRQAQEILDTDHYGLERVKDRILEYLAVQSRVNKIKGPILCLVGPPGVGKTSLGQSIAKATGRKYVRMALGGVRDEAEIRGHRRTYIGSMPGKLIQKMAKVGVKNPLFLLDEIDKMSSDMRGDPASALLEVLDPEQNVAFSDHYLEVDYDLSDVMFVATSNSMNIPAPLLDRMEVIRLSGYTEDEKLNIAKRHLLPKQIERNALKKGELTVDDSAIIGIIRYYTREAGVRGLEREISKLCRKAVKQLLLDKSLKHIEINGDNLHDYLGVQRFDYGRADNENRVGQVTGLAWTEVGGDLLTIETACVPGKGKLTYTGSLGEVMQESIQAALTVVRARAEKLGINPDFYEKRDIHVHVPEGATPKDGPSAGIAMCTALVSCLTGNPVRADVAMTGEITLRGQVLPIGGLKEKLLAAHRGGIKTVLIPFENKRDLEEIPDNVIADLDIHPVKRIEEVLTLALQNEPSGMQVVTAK
# FAS TE block: FAS thioesterase (human) inhibition; inhibition, % at 15 µM; recombinant FAS-TE, OMFH fluorogenic substrate, fluorescence endpoint; hit rate 0.67% among 360,000; AID 602261;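 active = compounds whose normalised, plate-corrected inhibition of enzyme fluorescence in the single-dose primary screen is 50% or more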;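 also: 0% = DMSO with enzyme and 100% = substrate without enzyme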
# MT1-MMP act inh: inhibitors of human MT1-MMP activation; P50281; HT1080 RFP-PRO-GFP cells, GFP/RFP ratio fluorescence, overnight; percent of plate control window, DMSO zero; GFP/RFP ratio change, % at 20 µM; hit rate 0.061% among 360,000;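 active = GFP/RFP ratio change of at least 30% with cell ATP level not reduced by more than half and red fluorescence within 50% of control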; also: strong numbers were not always called active
#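 Test system: HT1080 cells expressing an RFP-PRO-GFP fluorescent reporter construct / Compound dosing: single-point 20 µM compound, 1% DMSO / Schedule: cells overnight before dosing, compound overnight, 37 °C, 5% CO2 / Evaluation: GFP/RFP fluorescence ratio / Control set: DMSO and RFP-L50D-GFP cell wells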
# Neddylation inh: inhibitors of human cullin neddylation; P61081+Q13564; TR-FRET cullin neddylation, biochemical; calls only at 25 µM; hit rate 0.58% among 360,000; in the data active = inhibition above about 36%
# NRP1-CendR mod: alters CendR peptide binding to human NRP-1; O14786; FAM-RPARPAR peptide binding to NRP-1, fluorescence polarization; inhibition, % at 25 µM; hit rate 0.85% among 360,000;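 active = inhibition or corrected inhibition above about 18%, plus a signal ratio from 0.5 to 1.5, limit read from the data, passing the limit was not always enough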; also: strong numbers were not always called active
# MsrA act: activators of bovine methionine sulfoxide reductase A. purified bovine MsrA, absorbance read-out. activation, % at 10.6 µM. hit rate 0.3% among 360,000; in the data active = activation above about 7.5%;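 also: 0% = vehicle and 100% = reference activator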
# MsrA inh: bovine MsrA inhibition; purified bovine MsrA, absorbance read-out; inhibition, % at 15.5 µM; hit rate 0.75% among 360,000; in the data active = inhibition above about 4.5%;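 also: 0% = vehicle wells with enzyme and 100% = reference inhibitor wells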
# SKN-1 block: blocks SKN-1 activity in C. elegans; C. elegans VP596 Pgst-4::GFP/RFP ratio, acrylamide-induced, 24 h; inhibition, % at 21.8 µM; hit rate 0.49% among 360,000; AID 624304;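 active = interference check ratio from 0.5 to 1.5 plus GFP to RFP signal ratio inhibition reaching or exceeding a fixed threshold, cut at about 30% in these data, passing the limit was not always enough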; also: some compounds called inactive have numbers as strong as hits
# Rin1 Abl inh: inhibitors of human Rin1-Abl protein interaction | P00519+Q13671 | TR-FRET Rin1/Abl binding, biochemical | inhibition, % at 7.35 µM | hit rate 0.4% among 360,000 | AID 588664; in the data active = inhibition above about 5%, passing the limit was not always enough
# * marks the source's active call; other numbers are inactive results; i = inactive; x = no result given; + = active, no number. Not a hit list. About 4.2% of those tested had a hit in this group.
# Value order: E coli Lon inh	FAS TE block	MT1-MMP act inh	Neddylation inh	NRP1-CendR mod	MsrA act	MsrA inh	SKN-1 block	Rin1 Abl inh
- Cc1cc(C)c(-c2cc(NC(=O)COC(=O)c3ccc(C#N)cc3)n(-c3ccccc3)n2)cc1C
→ -2	49	2	i	-7	-1	-1.3	10	2
- O=C(CSc1oc(-c2cccs2)nc1S(=O)(=O)c1ccc(F)cc1)NCC1CCCO1 (stereo not drawn)
→ -3	0	-9	i	-14	-1	1.9	1	-1
- Cc1ccc(OC(C)C(=O)Nc2ccc3c(c2)n(C)c(=O)n3C)cc1C (stereo not drawn)
→ 3	-2	6	i	13	-4	-0.3	4	0
- Cc1cccc(NS(=O)(=O)c2cccc3nsnc23)c1
→ 7	-9	3	i	-3	2	0.7	8	1
- Cc1c(C(=O)O)sc2c1c(=O)n(Cc1ccccc1)c(=O)n2C
→ -8	7	-5	i	7	-3	-0.1	-11	3
- Cc1ccc(CNC(=O)C2CCC(CNS(=O)(=O)c3cccs3)CC2)cc1 (stereo not drawn)
→ -4	-2	1	i	-2	6	-0.5	-24	-1
- CN(c1ccccc1C(=O)Nc1ccc(S(=O)(=O)N2CCCCC2)cc1)S(C)(=O)=O
→ 3	-3	-2	i	-4	-1	-0.6	11	0
- N#CCCCCn1c(-c2cncs2)nc2ccccc21
→ 0	-6	0	i	-7	-4	-1.4	6	-3
- COc1ccc(C(C)=O)cc1CSc1nc2ccccc2c(=O)n1-c1ccccc1C
→ -2	41	-22	i	-7	-3	1.4	5	-3
- C/C(=N\O)C1/C(=N/O)CC2C1C2(C)C (stereo not drawn)
→ -14	-10	6	i	10	0	2.0	-12	0
- Nc1ccc(O)c(-c2nc3ccccc3s2)c1
→ -11	-5	-1	i	-28	-5	-1.5	-12	-1
- Cc1cc(Cl)ccc1OCCCC(=O)NNC(=O)c1ccncc1
→ -6	-11	-10	i	-6	-10	-0.8	-9	4
- O=C(NCc1cccnc1)Nc1ccc(Br)cc1
→ 2	0	0	i	3	-7	0.5	-19	-3
- CCN(CC)CCCNc1nc(CN2CCOCC2)nc2sc3c(c12)CCC3
→ 1	-1	-7	i	3	-1	2.2	-4	1
- COc1ccccc1CCNC(=O)c1nc(-c2cccs2)no1
→ 7	17	1	i	16	-3	0.5	3	-1
- Clc1ccc(-n2ncc3c(NCc4ccccn4)ncnc32)cc1
→ -9	-8	2	i	-7	-3	0.9	29	0
- COc1cccc(CNc2ccc3c(c2)ncn3C(C)C)c1OC
→ -7	-10	5	i	-8	-6	-0.7	7	1
- Cc1ccc(NC(=O)c2nc[nH]c2C(=O)Nc2ccccc2F)cc1
→ 3	-2	6	i	6	-7	0.3	11	1
- O=[N+]([O-])c1cc(Br)ccc1C[n+]1ccccc1
→ -3	-7	x	i	6	-1	-0.2	-1	-2
- O=C(Nc1ccnn1C1CCN(Cc2ccc(F)cc2)CC1)C1CC1
→ -2	-1	-3	i	15	-5	-0.7	2	2
- O=C(NC1CCCCCCC1)C1CCCN(S(=O)(=O)c2cnc[nH]2)C1 (stereo not drawn)
→ 4	-9	2	i	8	-1	1.1	8	-2
- CC(C)NC(=O)c1ccccc1NC(=O)Cc1ccc(Br)cc1
→ -3	4	1	i	15	-15	-0.1	2	6
- CC(C)(C)NC(=O)Cn1nnc(-c2ccccc2Cl)n1
→ -6	-5	2	i	2	-2	1.7	1	2
- CN(C)CC/C=C1\c2cc(Cl)ccc2Sc2cc(F)c(F)cc21
→ -2	13	-2	i	-3	-1	0.0	-13	2
- COc1cccc(CNC(=O)CSc2ccc(-c3ccccn3)nn2)c1
→ 7	0	-5	i	1	-10	-2.1	-3	-2
- Cc1ccccc1NS(=O)(=O)c1ccc(NC(=O)c2ccco2)cc1
→ -4	2	3	i	12	0	0.0	-16	-2
- O=C(O)COc1ccc(/C=N/NC(=O)c2cn(-c3ccccc3)nc2-c2ccccc2)cc1
→ -7	-1	-1	i	0	-3	3.0	20	2
- COc1ccc(Cl)cc1C(=O)NNC(=O)CSc1nncn1C
→ -2	-4	3	i	1	-2	-0.9	11	-3
- O=C(Nc1cccc(C(F)(F)F)c1)C1CCN(S(=O)(=O)c2ccc(N3CCCC3=O)cc2)CC1
→ 6	37	8	i	4	-6	0.9	-12	0
- NC(=O)C1CCCN(C(=O)c2ccc(-c3cccc(Cl)c3Cl)o2)C1 (stereo not drawn)
→ -15	3	1	i	8	-1	1.1	5	-1
- COC(=O)Cc1csc(Nc2ccc(Cl)cc2)n1
→ 4	-5	3	i	-7	-7	0.6	3	0
- CCc1nc2c(OCC(=O)C(C)(C)C)cccn2c1N(C)C(=O)c1ccc(C)cc1
→ -10	-3	1	i	-7	-1	-0.8	7	1
- CCn1ccnc1C(O)c1cccc(OC)c1 (stereo not drawn)
→ -8	-8	1	i	3	-8	0.1	-5	-2
- COc1ccc(S(=O)(=O)N2CCN(C(=O)c3cc(C)nc4ccccc34)CC2)cc1OC
→ -11	-8	1	i	1	-1	-0.8	15	0
- CCn1c(SCc2ccc(OC)c(F)c2)nc2ccccc2c1=O
→ -3	28	-2	i	16	-4	-0.7	-2	-2
- COc1ccccc1NC(=O)N(Cc1cc2cc(OC)c(OC)cc2[nH]c1=O)CC1CCCO1 (stereo not drawn)
→ 7	-7	x	i	-2	0	3.7	6	-1
- CCc1ccc2nc(N=C(N)N)nc(C)c2c1
→ -28	-6	-17	i	1	-1	-1.3	6	5
- OC(c1ccccc1)(c1nc(-c2ccc(F)c(Cl)c2)cs1)C(F)(F)F (stereo not drawn)
→ -3	34	2	i	18	-2	2.7	24	-1
- Cc1ccc(O)c(C(=O)c2cnn(C(=O)Cc3csc(C)n3)c2)c1
→ 7	3	-8	i	-29	-11	1.2	-7	1
- CCC(=O)NNc1ccc(Br)cc1
→ 2	-4	3	i	-1	-2	-0.7	4	0
- Cc1cccc(NC(=O)CSCC(=O)N2CCN(Cc3ccc4c(c3)OCO4)CC2)c1
→ -11	1	5	i	14	-7	1.0	-6	-1
- O=C(Nc1ccc(F)cc1)Nc1ccc2c(c1)CCC2
→ -5	-2	-1	i	5	-4	-0.8	8	4
- Fc1ccc(-c2csc3ncnc(Cl)c23)cc1
→ -13	17	-3	i	2	-1	-0.4	-3	2
- COc1ccc(NC(=O)CN(c2ccccc2F)S(=O)(=O)c2ccc(C)cc2)cc1
→ 4	8	1	i	0	-3	-0.7	4	1
- CC(C)CNC(=O)c1cc2nc(C3CC3)cc(C(F)(F)F)n2n1
→ -11	-1	2	i	7	-8	-0.9	-13	1
- CC(=O)c1ccc(S(=O)(=O)NCc2ccc(C(=O)NCC(c3ccccc3)N(C)C)cc2)cc1 (stereo not drawn)
→ 11	-4	2	i	11	-1	1.6	-12	-1
- COc1ccc(C)cc1N(C(=O)COc1cccc(F)c1)c1nc2ccccc2s1
→ 3	35	-11	i	-4	-2	0.8	5	0
- CCCc1ccc(OCc2ccc(C(=O)O)o2)c(OC)c1
→ 2	-4	1	i	10	-1	-1.2	6	0
- COCCCn1c(SCC(=O)O)nc2cc(OC)c(OC)cc2c1=N
→ 1	-3	5	i	1	-5	3.0	3	0
- COC(=O)c1ccc(/C=C(/NC(=O)c2ccccc2)C(=O)N2CCOCC2)cc1
→ -6	-6	1	i	17	-3	-1.0	12	5
- CCOc1ccc(C(=O)Nc2ccc(S(=O)(=O)Nc3cc(C)on3)cc2)cc1
→ 1	6	-3	i	5	-3	0.9	9	0
- O=C(c1cccc(Cl)c1)N1CCC(=O)N(C(COCc2ccccc2)Cc2ccccc2)CC1 (stereo not drawn)
→ -1	12	-4	i	16	-4	-1.3	-2	4
- O=c1[nH]c(SCc2ccc(F)cc2Cl)nc2ccccc12
→ -2	-1	1	i	5	-6	2.1	5	0
- Cc1ccc(NC(=O)C(=O)NCCCN2CCCC2=O)cc1
→ 5	-9	2	i	5	-10	1.2	-2	4
- CCOc1ccc(N2C(=O)CC(N3CCC(O)(c4ccc(Br)cc4)CC3)C2=O)cc1 (stereo not drawn)
→ -6	2	2	i	-16	-2	-0.1	15	-3
- Cc1ccc(NC(=O)CSc2nc(=O)n3cc(C)ccc3n2)c(C)c1
→ 4	-4	4	i	-3	-3	2.5	17	2
- Cc1ccc(C(=O)C(C(=O)/C=C/c2ccccc2)=C2SCCCS2)cc1
→ 2	-4	-17	i	-3	-6	2.5	3	-1
- CC1(C)Cc2c(c(-c3ccco3)nc3sc4c(NCCN5CCOCC5)ncnc4c23)CO1
→ -3	5	5	+	-25	-4	2.3	13	-2
- CCCCCCSc1cc(-c2nc3cnccn3c2NCc2ccccc2)ccc1OC
→ -17	24	-16	x	-39	-6	x	12	3
- CNC(=O)/C(C#N)=C/c1c(F)cccc1Cl
→ 8	8	-6	i	-9	-8	0.4	15	0

# Whole records, quoted from the list:
# Cc1ccc(C(=O)C(C(=O)/C=C/c2ccccc2)=C2SCCCS2)cc1 across the screens: E coli Lon inh: 2; FAS TE block: -4; MT1-MMP act inh: -17; Neddylation inh: i; NRP1-CendR mod: -3; MsrA act: -6; MsrA inh: 2.5; SKN-1 block: 3; Rin1 Abl inh: -1
# O=C(c1cccc(Cl)c1)N1CCC(=O)N(C(COCc2ccccc2)Cc2ccccc2)CC1 (stereo not drawn) across the screens: E coli Lon inh: -1; FAS TE block: 12; MT1-MMP act inh: -4; Neddylation inh: i; NRP1-CendR mod: 16; MsrA act: -4; MsrA inh: -1.3; SKN-1 block: -2; Rin1 Abl inh: 4

# Remaining list, next part
# Value order: E coli Lon inh	FAS TE block	MT1-MMP act inh	Neddylation inh	NRP1-CendR mod	MsrA act	MsrA inh	SKN-1 block	Rin1 Abl inh
- O=C(NCCN1CCCCC1)c1c(O)c2ccccc2[nH]c1=O
→ 2	-3	5	i	3	2	1.3	-9	-2
- COc1cc(Cl)c(C)cc1NC(=O)CSc1ccc(C)cc1
→ -7	34	2	i	-19	0	x	-7	1
- Cc1ccc(NC(=O)COC(=O)[C@@H]2CCCN2C(=O)c2cccs2)cc1S(=O)(=O)N(C)C
→ 4	7	4	i	11	-4	1.1	3	-3
- FC(F)(F)c1ccccc1NC(=S)Nn1cnnc1
→ -6	-4	0	i	7	-1	0.7	-7	1
- O=C(CSc1nnc(-c2ccc(Br)cc2)o1)Nc1cccc(C(=O)O)c1
→ -9	-3	0	i	-12	-5	1.0	-15	-4
- CC(=O)Nc1ccc(S(=O)(=O)N(C)CC(=O)OCC(=O)NCc2ccco2)cc1
→ -4	-3	0	i	8	-5	-0.7	-9	-2
- O=C(CCNc1cccc(F)c1)c1cccc([N+](=O)[O-])c1
→ 4	42	2	i	14	-1	0.8	9	-4
- COc1ccc(OC)c(S(=O)(=O)NCC2CCCO2)c1 (stereo not drawn)
→ -4	3	0	i	6	-4	0.2	-4	5
- Nc1ccc(S(=O)(=O)Nc2ccccn2)cc1
→ -1	-2	4	i	-6	-4	0.7	6	-1
- O=C1Cc2cc(S(=O)(=O)N3CCN(c4ccccc4)CC3)ccc2N1
→ -5	-9	-7	i	-1	-6	0.2	5	3
- Cc1noc(C)c1COc1cccc(C(=O)N2CCc3ccccc32)c1
→ -12	5	-1	i	-6	-2	-0.4	-1	-3
- COc1cc(CNC(C)C)c(Br)cc1OC1CCCC1
→ -13	-6	3	i	1	-1	-1.6	7	1
- Cc1ccnc(NC(=O)CNC(=O)c2cccs2)c1
→ 9	-7	0	i	3	-4	2.8	13	1
- O=C(CN1C(=O)NC2(CCCc3ccccc32)C1=O)Nc1ccccc1OC(F)F (stereo not drawn)
→ 2	-1	0	i	4	-1	-0.4	11	-2
- COc1ccc(CCN2C(=O)CC(C(N)=O)SC2=Nc2ccccc2)cc1OC (stereo not drawn)
→ -5	-3	-2	i	-10	-4	-0.4	0	4
- CCOc1ccccc1C(=O)NCC(=O)OCCOc1cccc(Cl)c1
→ 3	8	1	i	10	-3	-0.6	-18	2
- CC(=O)c1c(C)[nH]c(C2=NNC(=NC(C)(C)C)SC2)c1C
→ 5	-9	1	i	10	-2	2.1	11	-3
- CCOC(=O)c1[nH]c2ccccc2c1NC(=O)C(CC)CC
→ 2	-2	-4	i	-9	-1	0.6	4	-3

# From PubChem
